# Bioassay records as filed in PubChem BioAssay.
# Bcl-2 Bim block: inhibitors of Bim-Bcl-2 interaction, human. P10415. Bead-based flow cytometry, Bim peptide-Bcl-2 binding. inhibition, % at 10 µM. 190,000 tested, 0.06% active. AID 950; in the data active = inhibition above about 40%; inconclusive = no clear call, values can overlap the other calls;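 also: 0% = no compound wells with probe peptide and 100% = reference peptide inhibitor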
# Target sequence (P10415 whole entry, looked up): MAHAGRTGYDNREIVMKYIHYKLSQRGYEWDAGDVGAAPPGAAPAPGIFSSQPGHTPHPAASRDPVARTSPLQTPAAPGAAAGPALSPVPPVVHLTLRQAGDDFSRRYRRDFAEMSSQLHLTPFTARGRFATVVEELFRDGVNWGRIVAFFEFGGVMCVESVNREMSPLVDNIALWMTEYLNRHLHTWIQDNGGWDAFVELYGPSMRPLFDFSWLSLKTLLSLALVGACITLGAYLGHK
# Bcl-B Bim block: human Bim-Bcl-B interaction inhibition. bead-based flow cytometry, Bim peptide-Bcl-B binding. inhibition, % at 10 µM. 190,000 tested, 0.073% active;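 also: 0% = tracer peptide without compound and 100% = reference inhibitor peptide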
# Target sequence (Q9HD36 whole entry, looked up): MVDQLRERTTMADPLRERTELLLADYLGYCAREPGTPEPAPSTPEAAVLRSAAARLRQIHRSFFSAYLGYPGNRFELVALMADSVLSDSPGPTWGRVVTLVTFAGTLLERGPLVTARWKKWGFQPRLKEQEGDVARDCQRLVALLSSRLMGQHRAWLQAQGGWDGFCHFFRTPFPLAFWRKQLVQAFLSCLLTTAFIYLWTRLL
# Cdc42 wt GTP: human Cdc42 wildtype GTP binding change, either direction. P60953. GST-Cdc42 beads, Bodipy-GTP binding, flow cytometry; actives lie on both sides. percent activity (GTP binding), % at 10 µM. 190,000 tested, 0.2% active. AID 761;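 active = percent activity GTP binding at least 20 points away from the 100% baseline, either down as inhibitor or up as activator; inconclusive = compound flagged as likely green fluorescent from well-wide comparison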;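 also: median bead fluorescence of bound Bodipy-FL-GTP at 100 nM; 0% = excess unlabeled GTP control and 100% = no compound control; below 100% means less GTP binding so inhibitor and above means activator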
# Target sequence (P60953 whole entry, looked up): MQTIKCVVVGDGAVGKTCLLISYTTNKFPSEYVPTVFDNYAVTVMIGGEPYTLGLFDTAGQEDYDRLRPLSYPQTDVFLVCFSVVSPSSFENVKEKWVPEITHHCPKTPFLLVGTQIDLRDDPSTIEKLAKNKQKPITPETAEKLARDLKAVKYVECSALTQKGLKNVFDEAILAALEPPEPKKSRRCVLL
# Bcl-W Bim block: human Bim-Bcl-W interaction inhibition; Q92843; bead-based flow cytometry, Bim peptide-Bcl-W binding; inhibition, % at 10 µM; 190,000 tested, 0.02% active; AID 952;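 also: 0% = bound tracer without compound and 100% = peptide blocker; higher means less fluorescent Bim peptide bound to Bcl-W beads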
# Target sequence (Q92843 whole entry, looked up): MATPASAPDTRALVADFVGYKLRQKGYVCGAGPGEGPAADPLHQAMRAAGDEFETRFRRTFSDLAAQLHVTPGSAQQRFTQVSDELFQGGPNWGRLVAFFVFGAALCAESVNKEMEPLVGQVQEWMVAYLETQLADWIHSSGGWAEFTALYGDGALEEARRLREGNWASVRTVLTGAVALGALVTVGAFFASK
# Bcl-XL Bim block: disrupts Bim peptide binding to human Bcl-XL; Q07817; bead flow cytometry, fluorescence; inhibition, % at 10 µM; 190,000 tested, 0.04% active; AID 1007
# Rab7 wt GTP bind: modulators of GTP binding to dog Rab7 wildtype GTPase; GST-Rab7 beads, fluorescent GTP binding, flow cytometry; actives lie on both sides; untreated = 100%, excess cold GTP = 0%; GTP binding activity (percent of control), % at 10 µM; 190,000 tested, 0.055% active; AID 758;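 active = fluorescent GTP binding to Rab7 beads changed by at least 20 points from the 100% baseline, either direction, mostly lower; inconclusive = compound itself probably fluorescent, or too few beads counted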;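 also: median green fluorescence of bound Bodipy-FL-GTP per Rab7 bead population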
# Rac1 wt GTP bind: modulators of human Rac1 wildtype GTP binding. P63000. GST-Rac1 beads, fluorescent GTP binding, flow cytometry; actives lie on both sides; 0 = cold GTP competed, 100 = untreated. GTP binding activity (% of control), % at 10 µM. 190,000 tested, 0.27% active;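 active = GTP binding activity at least 20 points away from the 100% control level, either lower or higher; inconclusive = compound flagged as likely green fluorescent, judged across all proteins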
# Rab2A wt mod: changes GTP binding to wildtype dog Rab2A, up or down; GST-Rab2 wt beads, Bodipy-GTP binding, flow cytometry; 190,000 tested, 0.19% active; P61105; GTP binding activity, % at 10 µM;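 active = GTP binding activity at least 20 points away from 100%, either lowered or raised; inconclusive = signal likely due to the compound's own green fluorescence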;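 also: 0% = beads with excess unlabeled GTP and 100% = no-compound control corrected for plate trend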
# Bim-Bfl-1: inhibitors of Bim-Bfl-1 interaction, human | Q16548 | Bead-based flow cytometry, Bim-Bfl-1 binding inhibition | inhibition, % at 10 µM | 190,000 tested, 0.12% active | AID 1008;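 also: 0% = wells without compound plus tracer and 100% = blocker peptide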
# HRas wt GTP bind: modulators of GTP binding to human HRas wildtype; P01112; GST-Ras wt beads, Bodipy-FL-GTP binding, flow cytometry; actives lie on both sides; GTP binding activity, % at 10 µM; 190,000 tested, 0.14% active; AID 759;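 active = GTP binding activity at least 20% away from the 100% baseline, either lowered as inhibitor or raised as activator; inconclusive = flagged as likely green fluorescent, judged across all proteins in the well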;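 also: 0% = unlabeled GTP competition control and 100% = no-compound control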
# Target sequence (P01112 whole entry, looked up): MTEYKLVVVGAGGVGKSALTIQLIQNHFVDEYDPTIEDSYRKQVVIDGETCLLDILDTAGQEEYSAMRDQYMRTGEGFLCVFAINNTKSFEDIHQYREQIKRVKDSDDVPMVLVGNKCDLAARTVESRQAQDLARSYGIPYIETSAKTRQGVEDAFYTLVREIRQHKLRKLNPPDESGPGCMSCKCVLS
# Rac1 act GTP bind: alters GTP binding to activated mutant human Rac1; GST-Rac1 activated beads, fluorescent GTP binding, flow cytometry; actives lie on both sides; 100% means binding = to untreated wells; percent activity (GTP binding), % at 10 µM; 190,000 tested, 0.11% active; AID 764;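 active = GTP binding at least 20 percentage points away from the 100% baseline, in either direction, so actives lie on both sides; inconclusive = Compound likely fluorescent itself, or too few beads counted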
# Numbers without * were called inactive; ? = inconclusive. Rule as the data show it, unless noted: active = inhibition above about 40%.
SMILES,Bcl-2 Bim block,Bcl-B Bim block,Cdc42 wt GTP,Bcl-W Bim block,Bcl-XL Bim block,Rab7 wt GTP bind,Rac1 wt GTP bind,Rab2A wt mod,Bim-Bfl-1,HRas wt GTP bind,Rac1 act GTP bind
CC(Sc1nnc(NC(=O)c2cc3ccccc3oc2=O)s1)c1ccccc1 (stereo not given),4,0,100,-2,-3,97,101,97,0,97,98
CC(C)C(=O)Nc1nnc(SCC(=O)N2c3ccccc3CC2C)s1 (stereo not given),-1,-3,100,-1,0,100,100,100,-1,101,99
Cc1cc(N2CCOCC2)nc2ccc(NC(=O)CCC(=O)N3CCCCC3)cc12,-1,0,97,-7,-2,95,96,94,-1,96,95
CCOc1cc2[nH]c(=S)n(C3CC3)c(=O)c2cc1OCC,-4,-19,96,-5,-7,106,98,101,-5,101,97
Cc1nn(-c2cc(N3CCCC3)ccc2[N+](=O)[O-])c(=O)c2ccccc12,0,-2,98,-1,-19,95,91,96,0,96,94
CCOC(=O)C1C(=O)C=C(c2ccc(C)cc2)CC1c1ccc([N+](=O)[O-])cc1 (stereo not given),-3,-8,101,-3,-6,101,101,101,-7,100,99
Brc1ccc(OCc2ccccc2)c(CNCC2CCCO2)c1 (stereo not given),-1,-1,95,0,-1,96,99,96,-4,95,95
CCN(c1ccccc1)S(=O)(=O)c1ccc(NC(=O)c2ccco2)cc1,-6,-5,95,0,-1,102,103,96,-8,98,93
COc1cccc(CC2(CO)CCCN(Cc3cn(C)c4ccccc34)C2)c1 (stereo not given),-1,-2,97,0,-1,102,104,98,-4,100,96
Cc1nc(NC(=O)COC(=O)c2ccc(S(=O)(=O)N3CCc4ccccc4C3)cc2)c(Cl)cc1Cl,-2,-6,94,0,-1,94,94,93,-4,95,94
Cc1ccc(C)n1-c1ccc(-n2cnnn2)cc1,1,-1,100,0,-2,98,99,98,6,99,97
CCc1c(C)sc2nc(C(C)C)nc(SCC(=O)N3CCc4ccccc4C3)c12,-3,-10,101,-2,-8,103,103,103,-9,102,101
Cc1cc(C)nc(SCC(=O)Nc2ncc(Cc3ccc(Cl)c(Cl)c3)s2)n1,0,-4,100,-5,-5,100,103,98,0,101,100
CC(C)OCCCNC(=O)c1ccc(C2SCC(=O)N2Cc2ccco2)cc1 (stereo not given),2,-1,98,0,0,97,97,98,-3,97,96
NC(=O)CSc1nnc(-c2cnccn2)n1-c1ccccc1,-7,-9,104,-1,-3,106,111,103,-8,105,102
CC(C)Cc1nnc(NC(=O)c2ccncc2)s1,0,3,107,-2,0,109,103,108,0,109,100
COc1ccc(N2C(=O)/C(=C/c3cccnc3)NC2=S)cc1,-5,-23,106,-5,-11,104,110,101,-12,104,103
O=C(CSc1nc2ccc(Cl)cc2[nH]1)NC1CCCc2ccccc21 (stereo not given),-6,-8,96,-6,-2,99,99,96,0,96,95
O=C(Cn1cc([N+](=O)[O-])cn1)Nc1cccnc1,-6,-7,?,-2,-4,?,?,?,-7,?,?
CC(C)Sc1ncnc2c1oc1ccccc12,1,1,108,0,3,106,106,106,0,110,100
O=C(/C=C/c1cccc([N+](=O)[O-])c1)NCCSCc1ccccc1Cl,-3,-6,93,-4,-5,100,96,97,-10,99,97
CC1CN(C2CCN(C(=O)c3ccccc3Cl)CC2)CC(C)O1 (stereo not given),-10,-7,95,0,-8,99,96,95,-12,96,93
CC(C)CCNc1nc(N)c([N+](=O)[O-])c(NCC2CCCO2)n1 (stereo not given),-9,-7,98,-4,-5,94,101,98,-5,98,98
COCCCNC(=O)CSc1nc2ccccc2c(=O)n1CCC(=O)NCCc1ccc(OC)c(OC)c1,0,-2,98,-2,0,97,99,96,-5,99,97
O=C1N=C(N2CCCC2C(=O)O)S/C1=C\c1ccco1 (stereo not given),0,-4,93,4,1,105,100,97,4,101,96

# Next compounds follow:
SMILES,Bcl-2 Bim block,Bcl-B Bim block,Cdc42 wt GTP,Bcl-W Bim block,Bcl-XL Bim block,Rab7 wt GTP bind,Rac1 wt GTP bind,Rab2A wt mod,Bim-Bfl-1,HRas wt GTP bind,Rac1 act GTP bind
COC(=O)c1ccc(CNC(=O)c2coc3ccccc3c2=O)cc1,0,0,93,1,0,99,98,95,-3,97,95
CN(C)c1ccc(C(C#N)c2ccc(Cl)cc2)nn1 (stereo not given),0,-4,104,-1,2,103,105,96,-3,102,101
C=CCOc1ccccc1CNCc1ccc(F)cc1,0,-3,91,-4,-1,105,92,95,3,95,95
CCn1c(CSCc2ccc(F)cc2)nnc1SCC(=O)NCc1ccccc1,-6,-7,99,0,-11,103,99,99,-6,100,97
COc1ccc(C(=O)NCc2nnc(SCC(=O)N3CCc4ccccc43)n2CCc2ccccc2)cc1,-7,-7,101,-6,-7,96,102,97,-5,98,97
C=CCNC(=O)CCCOc1cccc(C)c1,-5,-2,96,-1,-8,95,98,98,-7,96,97
O=C(NC(=S)Nc1ccc(N2CCOCC2)c(Cl)c1)c1cccs1,-3,-5,?,1,1,?,?,?,-2,?,?
COc1ccc(-c2cc(C(F)(F)F)n3nc(C(=O)NCc4ccco4)cc3n2)cc1,1,-2,96,-4,-4,98,99,95,1,96,97
Cc1cccc(C(CC(=O)O)NC(=O)C(F)(F)F)c1 (stereo not given),0,-4,96,-1,-4,99,100,98,-5,97,96
Cc1nc(NCc2cccnc2)c2c3c(sc2n1)CCCC3,4,-3,96,1,2,100,104,97,-6,98,97
O=C(CN(C(=O)CNS(=O)(=O)c1ccccc1)C1CCCC1)NCc1ccco1,-4,-2,95,-1,-4,100,101,97,1,100,99
COc1ccc(-c2cc(C(F)(F)F)c3c(=O)n(-c4ccccc4)[nH]c3n2)cc1,5,-6,97,1,-4,95,94,95,5,97,94
CC(C1CCN(Cc2nc(C3CC3)no2)CC1)N1CCOCC1 (stereo not given),-7,-5,98,-3,-6,97,101,96,-12,97,96
C=C(C)CN=c1scc(C)n1/N=C/c1ccco1,-5,-3,95,-1,-3,96,90,95,-1,96,93
C/C(N)=C(/C#N)C(=O)COC(=O)Cc1coc2cc(C)ccc12,-6,-4,96,-4,-3,105,98,97,-5,101,97
CC(C)CC(C(=O)O)N(Cc1ccccc1)Cc1ccccc1 (stereo not given),0,0,94,0,2,95,99,96,0,94,94
COc1ccc(C(OC(=O)c2cccs2)C(=O)NCC2CCCO2)cc1 (stereo not given),-6,-10,105,0,-2,101,106,102,-10,104,101
CN(Cc1ccccc1)C(=O)c1ccc2c(c1)OCCO2,-6,-4,102,4,0,100,105,101,-7,103,104
O=C(O)/C=C/C(=O)NNC(=O)c1cccc(Br)c1,0,-5,102,-3,-2,103,103,99,-4,101,104
COc1ccc(N2C(=O)c3cccc4cccc(c34)C2=O)nn1,2,3,100,1,1,103,99,101,0,100,98
O=C(CNC(=O)c1cccs1)NCCN1CCN(c2ccccc2F)CC1,-9,-9,105,-4,-6,102,105,101,-12,102,100
COc1ccc(Nc2nc3ccccc3s2)cc1,-9,-11,95,-3,-4,96,98,94,-16,95,95
NC(=O)C1(NC(=O)[C@@H]2CC3(CC(c4cccc(NC(=O)[C@@H]5CCC(=O)N5)c4)=NO3)CN2C(=O)Cc2ccc(C(F)(F)F)cc2)CC1 (stereo not given in full),-2,3,104,0,2,104,104,105,1,104,101
CC(C)CN(C(=O)COC(=O)c1cc2ccccc2oc1=O)C1CCS(=O)(=O)C1 (stereo not given),-1,0,102,0,-1,100,102,104,1,103,100
COc1ccc(/C=C/C(=O)NCC(=O)N/N=C/c2cccnc2)cc1,-1,-1,98,0,-2,106,98,102,-4,99,93

# Taken from above.
# Entry of `COc1ccc(-c2cc(C(F)(F)F)n3nc(C(=O)NCc4ccco4)cc3n2)cc1` in Rab2A wt mod: 95
# Entry of `COc1ccc(N2C(=O)/C(=C/c3cccnc3)NC2=S)cc1` in Rab2A wt mod: 101

# Further entries follow:
SMILES,Bcl-2 Bim block,Bcl-B Bim block,Cdc42 wt GTP,Bcl-W Bim block,Bcl-XL Bim block,Rab7 wt GTP bind,Rac1 wt GTP bind,Rab2A wt mod,Bim-Bfl-1,HRas wt GTP bind,Rac1 act GTP bind
O=C(O)c1cc(S(=O)(=O)N2CCCC2)ccc1Br,-3,-3,105,0,-2,100,100,103,-5,102,100
O=C(c1ccc2ccccc2c1)N1CCN(c2ccccc2)CC1,0,-2,99,0,0,100,101,100,1,100,97
Cc1cc(OC(=O)c2ccc(S(=O)(=O)N(C)C)cc2)c([N+](=O)[O-])c(=O)[nH]1,-6,-5,97,-3,-3,102,98,97,-5,99,97
S=C(Nc1ccc(Cl)c(Cl)c1)N1CCOCC1,-5,-13,97,-4,-5,94,100,97,-4,97,98
Cc1nc(Sc2nnnn2-c2ccccc2)c(C#N)c(C)c1C,-4,-11,99,1,0,100,101,98,-7,98,97
Clc1ccc(CSc2ncccn2)cc1,-10,-10,102,-2,-9,99,105,103,-20,102,103
O=C(CCN1C(=O)C2CC=C(Cl)CC2C1=O)NCc1ccco1 (stereo not given),-12,-9,101,0,-14,98,99,97,-17,98,95
COc1ccc(/C=N/N2C(=O)c3ccccc3C2=O)cc1,-3,-3,101,-2,-6,98,107,101,-2,102,100
c1ccc(C(Cc2nc(-c3ccccn3)no2)c2ccccc2)cc1,3,-2,96,3,0,94,105,96,2,98,101
COC(=O)c1ccc(S(=O)(=O)NCCSc2nnc3c4ccccc4n(C)c3n2)cc1,-12,-8,99,2,-3,99,103,98,-12,99,99
COc1ccccc1-c1noc(-c2ccccc2C(=O)Nc2ccccc2)n1,-16,-12,101,-5,-10,98,101,99,-19,100,97
CN(NC(=O)c1cccc(Cl)c1)c1nc(-c2ccccc2)nnc1C(F)(F)F,1,0,104,-2,-1,107,105,106,-2,105,102
COc1ccccc1NC(=O)CS(=O)(=O)c1cn(CC(=O)N2CCOCC2)c2ccccc12,7,-1,94,0,0,103,97,98,-1,98,95
C=C(C)c1cccc(C(C)(C)NC(=O)NCCCN2CCCC2=O)c1,-8,-8,100,-2,-3,102,102,101,-9,100,100
Cc1ccc(Nc2nnc(SCC(=O)NC(Cc3c[nH]c4ccccc34)C(=O)O)s2)cc1 (stereo not given),-3,-5,88,-3,-2,101,91,92,-5,94,88
COc1cccc(OCc2nnc(SCC(=O)OC3CCCCC3)n2C)c1,4,0,96,-1,17,96,97,94,5,97,95
Cc1ccccc1NC(=O)CSc1nnnn1C,-7,-4,104,5,4,102,108,102,-11,102,101
Cn1nnc(NC(=S)NC(=O)Cc2ccccc2)n1,-5,-11,97,-1,-7,107,100,99,-9,98,96
Cc1cc2cc(CN(Cc3cccs3)S(=O)(=O)c3ccc4c(c3)OCCO4)c(=O)[nH]c2cc1C,-14,-14,98,-5,-9,98,100,96,-9,100,99
